# Assay outcomes deposited in PubChem BioAssay by National Center for Advancing Translational Sciences (NCATS).
# B2AR arrestin ag = qHTS assay of beta-arrestin-biased ligands of beta2-adrenergic receptor: NCGC Sytravon Library Screen; HTLA Tango cells, beta-arrestin recruitment, luciferase luminescence, 18 h; Beta-2 adrenergic receptor (Homo sapiens), P07550; 44,000 tested, under 10 active; Potency, µM (highest dose often 46.1 µM), inactives show at the highest dose activation, actives largely listed as activators; AID 1347077, 2019;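 also: potency is read from the fitted curve at half-maximal effect; 0% = DMSO and full agonism = EC100 isoproterenol or metaproterenol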
#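 Tango cells (recombinant beta2-AR, beta-arrestin, tTA-driven luciferase), 1500/well in DMEM 1% FBS, treated 18 h at 37 °C with compounds up to 46 µM; luciferin mix added, luminescence read after 15 min; %activity curves fitted and curve-classed.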
# p53null 32C tox = qHTS Screen for Compounds that Selectively Target Cancer Cells with p53 Mutations: Cytotoxicity of p53 Null Cells at the Permissive Temperature; H1299-neo p53 null cells, ATP luminescence, 24 h, 32C; AID 903, 2007; Potency, µM (titrated, usually from 46.1 µM), without a hit: at the highest dose activity change, negative = cytotoxicity, actives largely listed as cytotoxic; 55,000 compounds, 0.62% hits;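 also: potency is read from the fitted curve at half-maximal effect; 0% = DMSO only and -100% = full killing by 100 µM tamoxifen; nearly all actives have a fitted effect of over 55% in size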
#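 Luminescent ATP readout gave cell viability of p53-null H1299-neo cells after a 24 h compound exposure at the permissive 32C. Titrations ran up to 46 uM, and AC50s were fitted with the standard Hill equation.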
# FH mod = Identification of activators of human fumarate hydratase by quantitative high-throughput screening. Potency, µM (highest dose often 79.9 µM), inactives show at the highest dose activity change, negative = inhibition, usual class: inhibitors. FH coupled MDH/diaphorase resazurin fluorescence, 15 min. 54,000 compounds, 0.22% hits. Fumarate hydratase, mitochondrial (Homo sapiens), P07954; also: potency is read from the fitted curve at half-maximal effect; % is scaled to controls: 0 for no effect and ±100 for the full control effect; the screen sought activators but most active calls are inhibition curves; nearly all actives have a fitted effect of over 45% in size
# p53null 39C kill = qHTS Screen for Compounds that Selectively Target Cancer Cells with p53 Mutations: Cytotoxicity of p53 Null Cells at the Nonpermissive Temperature; H1299 p53-null (neo) cells, 39C, ATPlite viability, 24 h; 55,000 compounds, 0.97% hits; Potency, µM (doses to about 46.1 µM), inactives show at the highest dose activity, negative = cell killing, actives largely listed as cytotoxic;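 also: potency is read from the fitted curve at half-maximal effect; 0% = DMSO only and -100% = full killing by 100 µM tamoxifen; nearly all actives have a fitted effect of over 50% in size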
#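 ATP-luminescence viability readout (ATPlite, 20 min RT) after 24 hr compound treatment at 39C of H1299-neo or H1299-p53A138V cells; titration up to 46 uM; normalized to DMSO and 100 uM tamoxifen; Hill-fit AC50.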
# PTAP-TSG101 blk = qHTS Validation Assay for Inhibitors of HIV-1 Budding by Blocking the Interaction of PTAP/TSG101: Sytravon Library Screen; Potency, µM (doses to about 115 µM), without a hit: at the highest dose activity change, negative = inhibition, most hits filed as inhibitors; 44,000 tested, under 10 active; Tumor susceptibility gene 101 protein (Homo sapiens), Q99816; Fluorescence polarization, FITC-PTAP peptide/Tsg101, 20 min; also: potency is read from the fitted curve at half-maximal effect; 0% is about no effect
# Target sequence (Q99816 whole entry, looked up): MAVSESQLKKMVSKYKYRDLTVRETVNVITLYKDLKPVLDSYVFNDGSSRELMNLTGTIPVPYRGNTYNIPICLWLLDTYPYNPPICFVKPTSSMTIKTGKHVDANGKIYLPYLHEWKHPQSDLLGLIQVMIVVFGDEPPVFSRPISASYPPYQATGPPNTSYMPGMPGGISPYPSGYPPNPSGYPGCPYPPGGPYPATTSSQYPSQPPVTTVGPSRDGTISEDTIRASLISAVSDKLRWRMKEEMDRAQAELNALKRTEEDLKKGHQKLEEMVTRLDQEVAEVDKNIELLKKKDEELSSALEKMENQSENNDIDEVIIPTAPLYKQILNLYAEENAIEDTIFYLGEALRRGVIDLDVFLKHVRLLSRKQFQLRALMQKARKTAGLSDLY
#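 qHTS FP binding, 20 min r.t.: 10 uM Tsg101 domain + 50 nM FITC-PTAP peptide, pH 7.5 HEPES buffer with TCEP and EDTA.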
# GALK inhibitor = qHTS Assay for Inhibitors of Human Galactokinase (GALK): NCGC Sytravon Library Screen | Potency, µM (series often up to 57.5 µM), inactives show at the highest dose activity, negative = inhibition, actives largely listed as inhibitors | P51570 | 44,000 tested, under 10 active | AID 1347072, 2019 | recombinant GALK, Kinase-Glo ATP luminescence, 1 h;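 also: plate controls were full GALK reaction for no effect and reaction lacking GALK for full effect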
# Target sequence (P51570 whole entry, looked up): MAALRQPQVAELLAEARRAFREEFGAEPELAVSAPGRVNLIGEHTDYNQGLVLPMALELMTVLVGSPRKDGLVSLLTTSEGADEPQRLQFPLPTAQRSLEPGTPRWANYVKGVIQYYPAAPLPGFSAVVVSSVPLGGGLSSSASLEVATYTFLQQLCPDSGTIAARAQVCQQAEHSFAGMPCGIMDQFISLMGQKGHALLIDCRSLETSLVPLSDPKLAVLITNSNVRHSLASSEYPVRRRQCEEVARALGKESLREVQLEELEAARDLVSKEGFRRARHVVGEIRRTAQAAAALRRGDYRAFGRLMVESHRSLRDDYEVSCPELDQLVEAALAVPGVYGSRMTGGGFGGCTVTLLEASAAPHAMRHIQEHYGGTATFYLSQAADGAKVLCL
#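 5 nM GALK; 35 uM ATP; 100 uM D-galactose; 20 mM HEPES pH 8.0, 5 mM MgCl2, 60 mM NaCl, 1 mM DTT, 0.01% BSA; 1 h RT; Kinase-Glo Plus luminescence.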
# NTMT1 inh = Primary qHTS for Inhibitors of N-terminal methyltransferase 1 (NTMT1): MTaseGlo Assay; N-terminal Xaa-Pro-Lys N-methyltransferase 1 (Homo sapiens), Q9BV86; NTMT1 MTase-Glo SAH luminescence, purified enzyme; Potency, µM (series often up to 114 µM), inactives show top-dose activity change, negative = inhibition, usual class: inhibitors; 59,000 compounds, 2.5% hits;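 also: potency is read from the fitted curve at half-maximal effect; plate controls were DMSO vehicle for no effect and no enzyme for full effect; nearly all actives have a fitted effect of over 65% in size; many of its hits are not listed in these tables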
# Target sequence (Q9BV86 whole entry, looked up): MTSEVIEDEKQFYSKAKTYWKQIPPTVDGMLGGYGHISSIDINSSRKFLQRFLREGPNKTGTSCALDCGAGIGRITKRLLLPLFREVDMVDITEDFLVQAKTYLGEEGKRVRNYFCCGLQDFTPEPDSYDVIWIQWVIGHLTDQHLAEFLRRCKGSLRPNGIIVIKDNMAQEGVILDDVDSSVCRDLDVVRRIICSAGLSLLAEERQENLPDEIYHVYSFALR
# * hit, by the source's call; ? = inconclusive; & = joins results of further samples; [ ] = dose if it differs, or a comment. Calls follow the shape of the dose curve; as a rule, active = well fitted curve in the direction sought with a large enough effect; inconclusive = small, poorly fitted or top-dose-only effect, or another doubt; inactive = no such curve, though single readings can be large; an effect the other way counts as inactive or inconclusive.
SMILES,B2AR arrestin ag,p53null 32C tox,FH mod,p53null 39C kill,PTAP-TSG101 blk,GALK inhibitor,NTMT1 inh
Cc1ccc(C)c(S(=O)(=O)c2nnn3c2nc(NC(C)C)c2sccc23)c1,2%,7%,-23%,8%,-1%,-1%,-15%
COc1ccccc1N1CCN(c2ncnc3c2cnn3-c2ccc(C)cc2)CC1,0%,-2%,4%,-1%,-2%,-5%,1%
Cc1ccc(NC(=O)CCS(=O)(=O)c2cc(Br)cc3c2N(C(=O)C2CC2)CC3)cc1,0%,0%,-9%,-13%,-2%,-6%,-22%
COc1ccccc1Nc1c2c(nc3ccc(NC(=O)c4ccc(N(C)C)cc4)cc13)CCCC2,1%,5%,?,5%,3%,5%,-2%
Cc1ccc(Sc2c(C)nn(C(=O)COc3ccccc3)c2C)cc1,-2%,37%[activator],?,23%,0%,1%,?
COc1ccc(NC(=O)Cn2c(=O)oc3ccccc32)cc1,-1%,3%,12%,18%,-11%,0%,89µM*
CC(C)COC(=O)/C(C#N)=C\c1ccc(-c2ccccc2Cl)o1,-1%,-7%,-18%,15%,4%,0%,3%
CC1=C(c2ccc(Cl)cc2)S(=O)(=O)NC1=NCCCN1CCN(c2cc(C)ccc2C)CC1,-3%,7%,-22%,-1%,2%,2%,3%
COc1cccc2sc(N(Cc3cccnc3)C(=O)c3ccco3)nc12,-2%,-2%,-23%,15%,1%,-8%,4%
Cc1ccccc1C(=O)N(Cc1ccc(N(C)C)cc1)Cc1ccco1,0%,5%,-11%,2%,-11%,4%,?
Cc1ccc(C)c(NC(=O)c2cnc3sc(N4CCOCC4)nn3c2=O)c1,-1%,-6%,-10%,-16%,-1%,0%,-4%
CCN(CC)S(=O)(=O)c1ccc2nc(NC(=O)c3cccnc3)sc2c1,0%,-8%,-7%,-1%,-2%,-1%,-20%
COc1ccc(CC(=O)NCC(c2cccs2)S(=O)(=O)c2ccc(F)c(C)c2)cc1 (stereo not drawn),0%,6%,-2%,-10%,1%,0%,2%
Cc1noc2ncnc(N3CCCC(C(=O)NC(C)C)C3)c12 (stereo not drawn),0%,-2%,0%,-12%,-6%,2%,2%
Cc1ccc(C(=O)CC2(O)C(=O)N(Cc3ccccc3)c3ccccc32)c(C)c1 (stereo not drawn),0%,34%[activator],-30%,25%,-4%,2%,2%

# Reprinted from above (three entries):
SMILES,B2AR arrestin ag,p53null 32C tox,FH mod,p53null 39C kill,PTAP-TSG101 blk,GALK inhibitor,NTMT1 inh
Cc1ccc(C)c(S(=O)(=O)c2nnn3c2nc(NC(C)C)c2sccc23)c1,2%,7%,-23%,8%,-1%,-1%,-15%
COc1ccccc1N1CCN(c2ncnc3c2cnn3-c2ccc(C)cc2)CC1,0%,-2%,4%,-1%,-2%,-5%,1%
Cc1ccc(NC(=O)CCS(=O)(=O)c2cc(Br)cc3c2N(C(=O)C2CC2)CC3)cc1,0%,0%,-9%,-13%,-2%,-6%,-22%

# Other entries follow.
SMILES,B2AR arrestin ag,p53null 32C tox,FH mod,p53null 39C kill,PTAP-TSG101 blk,GALK inhibitor,NTMT1 inh
CCc1ccc(NC(=O)Cc2csc(COc3cccc(C)c3)n2)cc1,-3%,-3%,1%,4%,0%,-3%,4%
COCCCn1c(SCC(=O)NCc2ccccc2)nc2c(sc3ccccc32)c1=O,-2%,-9%,3%,13%,0%,3%,14%
CCOc1ccc(-c2cc(C(=O)N3CCN(c4cccc(C(F)(F)F)c4)CC3)c3ccccc3n2)cc1,-1%,-23%,?,-7%,-2%,-6%,-16%
O=C(CSc1nc(Nc2ccc(F)c(F)c2)c2ccccc2n1)c1ccc(Cl)cc1,-2%,-6%,-5%,-1%,4%,0%,7%
CCN(CC)S(=O)(=O)c1ccc2c(c1)c(=O)c(C(=O)N1CCN(c3cccc(Cl)c3)CC1)cn2C,0%,7%,-15%,8%,0%,9%,1%
Cc1ccc(CCNC(=O)c2cn(C)c3ccc(S(=O)(=O)N4CCC(C)CC4)cc3c2=O)cc1,0%,-3%,?,-10%,-1%,2%,13%
COc1ccc(-c2nc(C)c(CCNC(=O)C(=O)Nc3ccccc3F)s2)cc1,1%,0%,-1%,-9%,-3%,1%,5%
Cc1ccc(CNC(=O)c2sc3nc[nH]c(=O)c3c2C)cc1,?,9%,-1%,10%,-7%,2%,-6%
Cn1c(-c2ccc(S(=O)(=O)N3CCCC3)cc2)csc1=Nc1ccc(Cl)c(Cl)c1,0%,1%,-8%,5%,2%,0%,?
COc1ccc(-n2nc3c(N4CCC(C(=O)NCc5cccc(F)c5)CC4)nnc(C)c3c2C)cc1,-1%,-12%,-1%,3.2µM*,-5%,2%,-5%
COCCCNC(=O)c1nn(C)c2c1CS(=O)(=O)c1ccccc1-2,1%,4%,7%,16%,-1%,0%,14%
Cc1ccc(Cn2c(C(C)NC(=O)c3ccccc3)nc3ccccc32)cc1 (stereo not drawn),-3%,0%,-12%,-22%,7%,3%,3%
O=C(CSc1nnc2ccc3ccccc3n12)c1ccc(F)cc1,-2%,-21%,-10%,?,-2%,4%,?
CCOC(=O)c1ccc2oc(=O)n(Cc3ccccc3)c2c1,1%,4%,-7%,-6%,0%,1%,1%
Cc1ccc2c(=O)cc(C(=O)Nc3ccc(S(=O)(=O)N(C)Cc4ccccc4)cc3)oc2c1C,-1%,2%,-26%,9%,1%,7%,15%
O=C(Cn1cnc2c(oc3ccccc32)c1=O)Nc1ccc(OC(F)(F)F)cc1,0%,-6%,2%,-16%,-4%,-6%,15%
Cc1ccc(C(=O)c2cn(CC(=O)NCc3ccccc3Cl)c3nc(C)ccc3c2=O)cc1,1%,0%,1%,-19%,0%,0%,?
CCc1ccc(NS(=O)(=O)c2ccc3[nH]cc(C(=O)NC4CCCC4)c(=O)c3c2)cc1,0%,?,?,?,-7%,-3%,?
Cc1c(CNCCc2ccc(S(N)(=O)=O)cc2)c(C(=O)O)c(C)n1Cc1ccc(Cl)cc1,-3%,1%,-5%,-23%,3%,7%,-21%
Cc1ccc(NC(=O)[C@H](Cc2ccccc2)N2Cc3ccccc3C2=O)cc1F,1%,0%,-18%,-25%,-5%,7%,-17%
Cn1cc(S(=O)(=O)N2CCCCCC2)cc1C(=O)NCc1ccccc1Cl,1%,11%,-24%,-5%,1%,2%,3%
CCOc1ccc(CCNC(=O)CSc2cc(=O)n(C)c3ccccc23)cc1OCC,0%,10%,-17%,5%,-4%,0%,-4%
CC(C)CNC(=O)N1CCN(S(=O)(=O)c2ccc3c(ccn3C)c2)CC1,-1%,-2%,-1%,7%,-1%,-3%,13%
N#Cc1ccccc1Cn1c(=O)n(-c2ccccc2)c(=O)c2c3c(sc21)CCC3,-1%,10%,-6%,-7%,-4%,7%,4%
Cc1c(C(=O)NCc2ccccc2)oc2c1-c1[nH]ncc1CC2,-2%,3%,-7%,-25%,-2%,-10%,-4%
Cn1c(=O)c2c(n3c4ccccc4nc13)NC(=O)CC2c1cccc(F)c1 (stereo not drawn),14%,-13%,-26%,1%,-2%,0%,9%
Cc1cccc(NC(=O)CCc2c(C)nc3nc(CNC(=O)c4cccc(F)c4)nn3c2C)c1,-4%,1%,10%,-4%,0%,4%,4%
Cc1ccc(Cl)cc1N1CCN(C(=O)c2sc3nc4n(c(=O)c3c2C)CCC4)CC1,1%,0%,-3%,-11%,1%,2%,-1%
CCOC(=O)N1CCC(NC(=O)c2c(C)nn(-c3ccc(C)cc3)c2-n2cccc2)CC1,0%,-3%,-18%,20%,-4%,-1%,?
CSc1ccc(Cn2nnc(C(=O)Nc3ccc(C)cc3Cl)c2N)cc1,1%,-2%,-3%,-2%,1%,1%,-2%
CCOC(=O)c1ccc(NC(=O)c2c(NCc3cccs3)sc3c2CCCC3)cc1,-2%,-4%,-10%,10%,4%,-1%,?
COc1cccc(NC(=O)Cn2c(=O)n(-c3ccc(Cl)cc3)c(=O)c3sc4ccccc4c32)c1,?,?,6%,1%,1%,5%,6%
Cc1ccc(Cl)cc1N1CCN(C(=O)c2noc3c2CCCC3)CC1,-1%,48%[activator],-20%,28%,-2%,0%,2%
CCn1cc(C(=O)N(C)Cc2ccccc2)c(=O)c2cc(S(=O)(=O)N3CCCCCC3)ccc21,0%,10%,-2%,-27%,-3%,0%,-2%
CCCCSCCCNC(=O)C1CCC(CNS(=O)(=O)c2c(C)cc(C)cc2C)CC1 (stereo not drawn),1%,4%,13%,18%,2%,2%,0%
O=c1c2cnn(-c3ccc(F)cc3)c2ncn1Cc1ccc(F)cc1,-2%,3%&-5%,8%,-26%&-6%,0%,-1%,13%
Cc1ccc(-c2nc3ncccc3o2)cc1NC(=O)c1ccccc1Br,1%,-1%,0%,-22%,1%,-19%,-2%
CCOc1cc(C(=O)Nc2cc3c(cc2N2CCOCC2)n(C)c(=O)n3C)cc(OCC)c1OCC,1%,2%,-10%,21%,-5%,-1%,3%
O=C(NCc1ccccc1Cl)C1CCC(CNS(=O)(=O)c2ccc(Cl)cc2)CC1 (stereo not drawn),-1%,2%,5%,29%,-5%,0%,-1%
Cc1ccc(C)c(NC(=O)CN2C(=O)C(C)(C)c3ccccc32)c1,1%,-6%,-17%,-6%,0%,2%,-8%
Cc1ccc(C(=O)Nc2cc3c(cc2C)n(C)c(=O)c(=O)n3C)cc1,?,-18%,4%,22%,-2%,0%,16%
COc1ccc(-c2nc3ccc(NS(=O)(=O)c4ccc(Cl)cc4)cc3o2)cc1,-4%,-16%,?,?,3%,0%,?
CCOc1ccc(NC(=O)CSC2=Nc3ccccc3C3=NC(CCC(=O)NCc4ccccc4)C(=O)N23)cc1 (stereo not drawn),-1%,-29%,0%,13%,2%,2%,-2%
C=Cc1ccc(Cn2c(C(=O)O)c(CNCc3ccccc3)c3ccc(OC)cc32)cc1,1%,-7%,-26%,-20%,3%,4%,4%
Cc1ccc(OCCSc2nc3ccccc3n2CCC(=O)O)cc1,0%,-5%,-4%,-13%,-5%,-2%,27%
CCOC(=O)c1[nH]c2c(c1Cc1ccccc1)C(=O)CC(c1ccc(OC)cc1)C2 (stereo not drawn),-2%,20%,-24%,32%[activator],4%,-1%,7%
COc1ccc(-c2nc(S(=O)(=O)c3ccc(C)cc3)c(N3CCCCC3)o2)cc1,-2%,1%,-4%,-12%,3%,3%,10%

# An excerpt. The share of hits here may be higher or lower than overall.
